Compound activity: PubChem, several laboratories
Neddylation inh = inhibitors of human cullin neddylation; P61081+Q13564; TR-FRET cullin neddylation, biochemical; calls only at 25 µM; 360,000 tested, 0.58% active; AID 651699; in the data active = inhibition above about 36%
MLLE-PAM2 inh = inhibitors of microRNA-mediated deadenylation, human PABP1 MLLE binding. P11940. GST-MLLE / FITC-PAM2 fluorescence polarization. inhibition, % at 20 µM. 360,000 tested, 0.36% active; in the data active = inhibition above about 35%, passing the limit was not always enough;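 note: plate controls were DMSO wells with GST-MLLE for no effect and wells lacking GST-MLLE protein for full effect; some results filed as inactive read as strong as hits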
Target sequence (P11940 whole entry, looked up): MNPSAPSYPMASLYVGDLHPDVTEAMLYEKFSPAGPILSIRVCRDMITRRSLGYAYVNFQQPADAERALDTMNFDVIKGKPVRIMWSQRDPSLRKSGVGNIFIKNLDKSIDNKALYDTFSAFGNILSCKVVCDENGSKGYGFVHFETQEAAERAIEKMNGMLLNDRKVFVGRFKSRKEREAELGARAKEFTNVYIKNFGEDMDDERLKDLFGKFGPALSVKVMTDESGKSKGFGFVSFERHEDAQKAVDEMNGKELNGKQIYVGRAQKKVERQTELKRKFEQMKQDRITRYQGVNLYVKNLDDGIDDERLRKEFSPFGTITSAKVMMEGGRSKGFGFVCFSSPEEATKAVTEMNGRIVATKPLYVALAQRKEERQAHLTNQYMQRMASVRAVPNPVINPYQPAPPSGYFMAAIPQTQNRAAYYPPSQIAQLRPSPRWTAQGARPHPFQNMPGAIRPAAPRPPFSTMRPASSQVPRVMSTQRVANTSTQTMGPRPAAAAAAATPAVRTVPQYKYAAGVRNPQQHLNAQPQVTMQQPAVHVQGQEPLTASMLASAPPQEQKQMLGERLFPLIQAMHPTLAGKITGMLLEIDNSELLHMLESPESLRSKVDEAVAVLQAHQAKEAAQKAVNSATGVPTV
bovine MsrA act = activates bovine MsrA enzyme; purified bovine MsrA, absorbance read-out; activation, % at 10.6 µM; 360,000 tested, 0.3% active; in the data active = activation above about 7.5%;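 note: 0% = vehicle and 100% = reference activator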
FAS-TE inh = FAS thioesterase (human) inhibition | P49327 | recombinant FAS-TE, OMFH fluorogenic substrate, fluorescence endpoint | inhibition, % at 15 µM | 360,000 tested, 0.67% active;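 active = compounds whose normalised, plate-corrected inhibition of enzyme fluorescence in the single-dose primary screen is 50% or more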;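 note: 0% = DMSO with enzyme and 100% = substrate without enzyme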
Rin1 Abl inh = inhibitors of human Rin1-Abl protein interaction; inhibition, % at 7.35 µM; 360,000 tested, 0.4% active; P00519+Q13671; TR-FRET Rin1/Abl binding, biochemical; AID 588664; in the data active = inhibition above about 5%, passing the limit was not always enough
MT1-MMP act inh = blocks activation of human MT1-MMP; 360,000 tested, 0.061% active; AID 651647; GFP/RFP ratio change, % at 20 µM; P50281; HT1080 RFP-PRO-GFP cells, GFP/RFP ratio fluorescence, overnight; percent of plate control window, DMSO zero;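 active = GFP/RFP ratio change of at least 30% with cell ATP level not reduced by more than half and red fluorescence within 50% of control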; note: strong numbers were not always called active
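system = RFP-PRO-GFP reporter HT1080 cells | dosing = 20 µM single dose, 1% DMSO | timing = overnight cell settling, then overnight compound exposure, 37 °C, 5% CO2 | read-out basis = GFP/RFP fluorescence ratio | controls = DMSO and RFP-L50D-GFP cell wells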
SKN-1 block = inhibitors of C. elegans SKN-1; C. elegans VP596 Pgst-4::GFP/RFP ratio, acrylamide-induced, 24 h; inhibition, % at 21.8 µM; 360,000 tested, 0.49% active; AID 624304;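 active = interference check ratio from 0.5 to 1.5 plus GFP to RFP signal ratio inhibition reaching or exceeding a fixed threshold, cut at about 30% in these data, passing the limit was not always enough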; note: some compounds called inactive have numbers as strong as hits
eLon inh = inhibits E. coli Lon protease | 360,000 tested, 0.42% active | P0A9M0 | purified E. coli Lon protease, fluorescence polarization | inhibition, % at 7.94 µM; in the data active = inhibition above about 13%, passing the limit was not always enough;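 note: 0% = enzyme with probe and DMSO and 100% = no enzyme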
CendR NRP1 mod = alters CendR peptide binding to human NRP-1. 360,000 tested, 0.85% active. AID 602438. inhibition, % at 25 µM. FAM-RPARPAR peptide binding to NRP-1, fluorescence polarization;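 active = inhibition or corrected inhibition above about 18%, plus a signal ratio from 0.5 to 1.5, limit read from the data, passing the limit was not always enough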; note: strong numbers were not always called active
* marks the source's active call; other numbers are inactive results; i = inactive; · = not tested or not shown.

Start of the data: the first 2 entries, ahead of the listing:
SMILES	Rin1 Abl inh	CendR NRP1 mod	SKN-1 block	eLon inh	MLLE-PAM2 inh	Neddylation inh	MT1-MMP act inh	bovine MsrA act	FAS-TE inh
COC(=O)[C@@]12CCCN1[C@H](c1ccc(-c3ccc(OC)cc3)c(OC)c1)[C@@H]1C(=O)N(C)C(=O)[C@@H]12	4	-13	-7	-10	8	·	-5	-3	6
COc1ccc(Cl)c(S(=O)(=O)N2CCCC2)c1	-1	-8	-19	-2	-1	i	2	-5	-2

This part in full, repeating the preview:
SMILES	Rin1 Abl inh	CendR NRP1 mod	SKN-1 block	eLon inh	MLLE-PAM2 inh	Neddylation inh	MT1-MMP act inh	bovine MsrA act	FAS-TE inh
COC(=O)[C@@]12CCCN1[C@H](c1ccc(-c3ccc(OC)cc3)c(OC)c1)[C@@H]1C(=O)N(C)C(=O)[C@@H]12	4	-13	-7	-10	8	·	-5	-3	6
COc1ccc(Cl)c(S(=O)(=O)N2CCCC2)c1	-1	-8	-19	-2	-1	i	2	-5	-2
CSc1ccc(OC2CCN(Cc3ccccc3)CC2)cc1	1	-7	6	0	1	i	10	-4	8
O=c1cc(-c2ccccc2)c2cc(Cl)c(O)c(CN3CCOCC3)c2o1	-2	-3	0	-1	-14	·	-1	-8	-5
O=C(CCCN1C(=O)/C(=C/c2ccccc2Cl)SC1=S)NNC(=O)c1ccc(Cl)cc1	-2	-19	12	-1	-23	i	2	-2	3
COC(=O)c1cc(Br)c(=O)n(-c2cccc(F)c2)c1	-7	-7	-4	-2	-2	i	-1	-2	-2
CCN(/C=N/c1sc2c(c1C#N)CCCCC2)CC	-3	-2	-6	3	-15	i	1	-12	6
O=c1c(O)c(-c2ccc3c(c2)OCO3)oc2ccccc12	3	2	-9	-10	-15	·	-13	-13	-10
CC(C)c1cccc(C(C)C)c1NC(=O)CN1C(=O)NC2(CCCC2)C1=O	-2	16	1	-7	2	i	0	-4	-6
CC12CCC(C(=O)NNc3ccccc3)(C(=O)C1=O)C2(C)C (stereo not drawn)	0	-5	6	4	2	i	0	-5	1
COc1cccc(-c2nc(CS(=O)(=O)CC(=O)NCCCN3CCc4ccccc4C3)c(C)o2)c1	-2	1	4	5	1	i	-2	-1	-5
CCCCNc1nc(N(C)c2ccccc2)nc(-n2ccnc2)n1	0	-1	-7	-1	-7	i	-8	2	11
O=C1/C(=C\c2ccc(Cl)c(Cl)c2)CN(C(=O)CCN2CCOCC2)C/C1=C/c1ccc(Cl)c(Cl)c1	6	9	7	-8	-17	i	-11	-8	23
Cc1c(C(=O)Nc2cc(S(=O)(=O)N3CCOCC3)ccc2N2CCOCC2)oc2ccccc12	-1	2	18	1	10	i	-13	-1	36
Cc1cc(NC(=O)c2ccc(COc3ccccc3Cl)o2)no1	-2	1	-7	-4	7	i	2	-3	0
CCCCCCCSc1nsc(N)n1	1	19	-3	0	11	i	0	1	9
COc1cc(/C=C2\SC(=S)N(NC(=O)c3ccccc3OC)C2=O)ccc1O	-2	-46	-5	-125	-127	i	-29	-3	0
O=C(Nc1nccs1)c1ccc(Br)c(S(=O)(=O)N2CCOCC2)c1	-2	3	13	-1	-4	i	3	-2	-6
CCOC(=O)C(NC(C)=O)C(OC(C)=O)c1cccc([N+](=O)[O-])c1 (stereo not drawn)	0	-9	1	-1	-4	i	0	-7	-6
COc1ccc(C2C(C(=O)NCC3CCCO3)CCC(=O)N2c2ccc3c(c2)OCO3)cc1 (stereo not drawn)	4	-2	13	-5	0	i	3	5	-6
Cc1nn2c(-c3ccccn3)ccnc2c1Br	-1	11	17	9	7	i	4	-3	0
COc1ccc2sc(N3C(=O)C4CC=C(C)CC4C3=O)nc2c1 (stereo not drawn)	3	4	6	-1	-11	i	6	-11	-3
CCn1nc(C(=O)OCC(=O)N2CC(=O)Nc3ccccc32)c2ccccc2c1=O	2	2	13	3	-8	i	5	-5	0
Cc1ccc(C(=O)N(CC(=O)Nc2sc(C)c(C)c2C(N)=O)C2CCCC2)cc1	4	1	-9	-1	8	i	3	-3	3
O=C1C=C(c2cc3ccccc3s2)C[C@@H](c2ccc3c(c2)OCO3)C1	2	5	-8	-18	-12	i	3	-6	25
Cc1cccc(NC(=O)c2oc3ccc(S(=O)(=O)N4CCOCC4)cc3c2C)c1C	-1	-4	-15	1	4	i	-3	-11	11
Cc1ccc(-c2csc3ncnc(SCC(=O)NCC4CCCO4)c23)cc1 (stereo not drawn)	3	-2	0	-8	1	i	-3	-2	0
COc1ccccc1-c1csc(C(O)c2ccc(F)cc2)n1 (stereo not drawn)	-5	7	1	6	2	i	-1	-2	4
CN(CC(=O)NCc1ccccc1Cl)CC(=O)Nc1cccc(F)c1	0	5	4	7	1	i	0	-1	-2
N#CCCN(Cc1ccccc1)C(C(=O)NC1CCCCC1)C1CC1 (stereo not drawn)	5	0	0	-10	0	i	5	-4	-7
COC(=O)C1=C(C)NC(=S)NC1c1sccc1C (stereo not drawn)	5	-5	6	3	-140	i	4	-3	-7
Cc1cc(C(=O)N2CCC2(C)C(=O)NCC(C)(C)C)nn1C (stereo not drawn)	0	-7	2	4	4	i	5	-4	-4
COc1ccc(Cc2nc3ccc(C(=O)NCCCSC)cc3o2)cc1OC	-1	3	15	2	15	i	0	-3	-4
Cc1ccc(Cl)cc1N1CCN(C(=O)Cc2ccc(-n3c(=O)[nH]c4ccsc4c3=O)cc2)CC1	-1	12	7	5	1	i	0	3	7
Cn1c(SCC(=O)NC2CCCCC2)nnc1-c1cc2ccccc2o1	-3	2	-3	-5	-18	i	-2	-1	0
Cc1ccccc1N1CCN(CCCCN2C(=O)C3CCCN3C2=O)CC1 (stereo not drawn)	0	15	-2	-10	1	i	0	-5	-11
COc1cc(NC(=S)NCCO)c(OC)cc1Cl	1	0	8	-1	-15	i	-1	-4	-10
Cc1c(C)n(CC(O)CN(CCO)CCO)c2ccccc12 (stereo not drawn)	2	12	27	-5	-3	i	2	-3	-2
O=C(NCc1ccc(Cl)cc1)C1CCN(S(=O)(=O)c2ccc(N3CCCC3=O)cc2)CC1	7	11	8	-1	-1	i	-3	-4	7
Cc1cc(Cl)c2ccc3ccccc3c2n1	-1	-3	7	5	-80	i	2	-4	8
COc1cccc(NC(=O)CN(C)S(=O)(=O)c2ccc3c(c2)CCC(=O)N3)c1	1	-4	-4	4	-17	i	6	-2	-4
COc1ccc(N(C(=O)CNC(=O)c2cccs2)C(C(=O)NC2CCCC2)c2ccncc2)cc1 (stereo not drawn)	0	-6	5	-7	3	i	1	-3	-2
COc1ccc(OCC(=O)NC2CCCN(Cc3ccc(Cl)cc3)C2)cc1 (stereo not drawn)	-2	-4	8	7	7	i	-4	0	8
COc1ccc(C(=O)CCNc2ccc3c(c2)OCCO3)cc1	0	2	3	-11	-6	i	1	-5	-2
Cc1ccc(NC(=S)NCCC(c2ccccc2)c2ccccc2)c(C)c1	-3	2	1	-5	-64	i	-4	-5	15
O=C(NCc1ccco1)C1CC(c2ccc(C(F)(F)F)cc2)=NO1 (stereo not drawn)	3	31*	7	-10	-11	i	4	-1	-4
O=C(O)CSc1nc2ccccc2o1	5	-8	-1	-1	9	i	2	-5	-7
CCOC(=O)c1ccc(NC(=O)CC2SC(=NC)N(C)C2=O)cc1 (stereo not drawn)	-1	14	-3	3	1	i	5	1	-4
OC(c1ccc2c(c1)OCO2)c1nccc2ccccc12 (stereo not drawn)	-1	13	13	4	-16	i	2	-2	-3
CC(OC(=O)c1ccc([N+](=O)[O-])s1)C(=O)Nc1ncc(Cl)cc1Cl (stereo not drawn)	-1	-26	-3	-7	-8	i	0	0	9
O=C1C=C(NC2=CC3OC(c4ccccc4)OCC3OC2=O)CCC1 (stereo not drawn)	-3	-14	15	-8	9	i	2	-4	-10
COc1ccc(C(=O)N2CCC(n3nnc4cc(F)ccc43)CC2)cc1OC	1	-4	3	1	7	i	0	4	-6
CCN1CCN(CC(=O)N2N=C(c3cccs3)CC2c2ccc(F)cc2)C(=O)C1=O (stereo not drawn)	-2	10	5	0	8	i	1	-3	-3
CN1C(=O)CSc2ccc(NC(=O)N3CCN(c4ccccc4)CC3)cc21	1	6	-6	3	8	i	9	-3	12
COCc1c(C(=O)OC/C(O)=C(\C#N)c2nc3ccccc3[nH]2)oc2ccccc12	-3	-48	2	-15	-28	i	-5	-2	-10
O=C(CN1CCOCC1)N/N=C/C(Br)=C\c1ccccc1	-4	1	-4	-7	-21	i	3	-7	-2
CCN(CC)C(=O)C(C)N(C#N)c1nc(Cl)nc(N(C)C)n1 (stereo not drawn)	-3	-2	3	0	-12	i	-1	-2	-8
Cc1ccc([N+](=O)[O-])cc1NC(=O)Nc1ccc(S(N)(=O)=O)cc1	-1	-13	11	7	-6	i	7	-4	6
COc1ccc(-n2c(=S)[nH]c3cc(C(=O)Nc4cc(OC)c(OC)c(OC)c4)ccc3c2=O)c(OC)c1	0	0	7	-4	12	i	3	-2	4
COc1ccc(CNC(=O)Cn2cc([N+](=O)[O-])cn2)cc1	1	0	-12	3	-1	i	3	-3	14

Next part
SMILES	Rin1 Abl inh	CendR NRP1 mod	SKN-1 block	eLon inh	MLLE-PAM2 inh	Neddylation inh	MT1-MMP act inh	bovine MsrA act	FAS-TE inh
CSc1nnc(C2CCN(CC(=O)Nc3ccccc3N3CCOCC3)CC2)n1C(C)C	1	8	26	-2	8	i	2	-2	-5
CC1CCc2[nH]c3ccc(C(=O)N(C)CC(=O)Nc4cccc(F)c4)cc3c2C1 (stereo not drawn)	-2	-4	20	-7	-2	i	2	0	13
COc1cc2c(cc1NC(=O)c1cccc(S(=O)(=O)N(C)C)c1)oc1ccccc12	0	2	17	6	-9	·	0	-3	41
COc1cccc(NC(=O)COC(=O)Cc2ccccc2[N+](=O)[O-])c1	-2	1	-7	6	-11	i	-1	-5	2
Cc1ccc(OCCOCCN2CCCC2)c(Br)c1	2	1	7	5	0	i	1	-3	-12
COc1ccccc1N1CCN(Cc2ccc(OC)c3ccccc23)CC1	1	10	-21	-8	11	i	-5	-2	16
CC(=O)NC1CC2CCCC(C1)N2C(=O)Nc1ccc(Cl)c(C(F)(F)F)c1 (stereo not drawn)	-1	12	7	2	-6	i	-3	-1	-1
Cc1c(C(=O)Oc2ccc(F)cc2)sc2ncn(Cc3cccc(F)c3)c(=O)c12	-1	-1	6	1	2	i	2	-3	7
CC1(c2ccc3c(c2)OCO3)NC(=O)N(CC(=O)c2ccc[nH]2)C1=O (stereo not drawn)	1	-6	17	-1	17	i	-3	3	-9
COc1cccc(CN2C(=O)C3(C(C#N)=C(N)OC4=C3C(=O)CCC4)c3ccccc32)c1 (stereo not drawn)	4	-1	1	1	-4	i	-5	-2	-4
COc1ccc([N+](=O)[O-])cc1N(CC(=O)O)S(C)(=O)=O	7	5	2	-1	9	i	8	-1	-4
CCCCN(C(=O)c1cccc(S(=O)(=O)N2CC(C)OC(C)C2)c1)c1c(N)n(CCCC)c(=O)[nH]c1=O (stereo not drawn)	2	11	-4	9	-21	i	-2	-5	-2
CC1(C)CC(=O)C(=CN2CCN(C(=O)c3ccco3)CC2)C(=O)C1	-2	8	-9	8	-3	i	5	-2	-8
CC1C/C(=N/N=C2/NC(=O)CS2)CC(C)(C)C1 (stereo not drawn)	1	-3	13	-6	-4	i	-2	-4	-3
O=S(=O)(CCNCc1ccco1)NC1CCCCC1	1	-9	3	-2	-9	i	-1	-2	-8

2 compounds drawn at random from the list so far:
SMILES	Rin1 Abl inh	CendR NRP1 mod	SKN-1 block	eLon inh	MLLE-PAM2 inh	Neddylation inh	MT1-MMP act inh	bovine MsrA act	FAS-TE inh
CC1(c2ccc3c(c2)OCO3)NC(=O)N(CC(=O)c2ccc[nH]2)C1=O (stereo not drawn)	1	-6	17	-1	17	i	-3	3	-9
COc1ccccc1N1CCN(Cc2ccc(OC)c3ccccc23)CC1	1	10	-21	-8	11	i	-5	-2	16
